# High-throughput results deposited in PubChem BioAssay by National Center for Advancing Translational Sciences (NCATS).
# GLP-1R agonist: activates the human GLP-1 receptor | P43220 | HEK293 GLP-1R CRE-luciferase, luminescence, 4-6 h; cells express a hypersensitive GLP-1R form | Potency, µM (highest dose often 45.6 µM), for inactives: at the highest dose activation, hits mostly activators | hit rate 0.007% among 380,000; further: potency means the concentration at half of the fitted maximal effect; % of control where 0% means no effect
# Target sequence (P43220 whole entry, looked up): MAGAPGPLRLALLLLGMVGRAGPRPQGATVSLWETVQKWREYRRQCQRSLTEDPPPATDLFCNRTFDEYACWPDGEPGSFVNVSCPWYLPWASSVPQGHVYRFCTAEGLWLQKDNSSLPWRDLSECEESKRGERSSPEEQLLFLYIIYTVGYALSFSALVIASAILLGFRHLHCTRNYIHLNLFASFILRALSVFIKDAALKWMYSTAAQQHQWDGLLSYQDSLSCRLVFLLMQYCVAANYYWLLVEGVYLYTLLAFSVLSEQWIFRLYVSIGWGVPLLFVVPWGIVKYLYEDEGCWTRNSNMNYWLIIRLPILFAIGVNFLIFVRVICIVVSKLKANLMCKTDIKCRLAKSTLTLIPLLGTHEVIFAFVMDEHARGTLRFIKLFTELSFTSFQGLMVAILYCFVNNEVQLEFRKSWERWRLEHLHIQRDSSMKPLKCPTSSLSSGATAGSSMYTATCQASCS
# D3 antag: antagonists of human D3 dopamine receptor; hit rate 2.5% among 360,000; P35462; max response, negative = inhibition, %; D3R cells, DiscoveRx beta-arrestin luminescence, antagonist mode; hits give low values; in the data active means max response below about -50%; inconclusive means no clear call, values can overlap the other calls; further: on the % scale 0 is the no-effect control and ±100 the full control effect; mostly tested at two doses, the higher about 12 µM
#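 Cells expressing the human receptor were seeded at 1500 cells/well, incubated overnight at 37 degrees C in 5% CO2, then exposed to library compounds with dopamine controls for 90 minutes at 37 degrees C before luminescent detection.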
# DRD3 agonist: D3 dopamine receptor (human) agonism; max activation, %; AID 652048; hit rate 0.58% among 410,000; D3R DiscoveRx beta-arrestin cells, luminescence, 90 min; P35462; in the data active means max activation above about 30%; further: 0% is about no effect; mostly tested at two doses, the higher about 12 µM
#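 Cells at 1500/well, incubated overnight, then treated with pinned compounds (dopamine as control) for 90 min at 37 degrees C. DiscoveRx reagent added for 30 - 60 minutes at room temperature; luminescence read.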
# GLP1R inv ag: GLP-1 receptor (human) inverse agonism | P43220 | HEK293 GLP-1R CRE-luciferase, luminescence, 24 h; GLP-1R form is constitutively active | Potency, µM (titrated, usually from 38.3 µM), inactives show at the top dose activity change, negative = inhibition, most hits filed as inhibitors | hit rate 1.6% among 410,000 | AID 624417; further: potency means the concentration at half of the fitted maximal effect; on the % scale 0 is the no-effect control and ±100 the full control effect; nearly all actives have a fitted effect of over 55% in size
#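 HEK293 cells stably co-expressing a cAMP-responsive luciferase reporter and constitutively active GLP-1R were seeded, incubated 12 h, then exposed to compounds for 24 h at 37 C. Luminescence was read 12 min after detection reagent; inverse agonists lower signal.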
# aSyn rescue: rescues yeast growth from alpha-synuclein toxicity; Potency, µM (doses to about 46.1 µM), without a hit: at the highest dose growth rescue (activation), hits mostly activators; Yeast expressing alpha-synuclein, growth rescue, BacTiter-Glo, 24 h; hit rate 0.14% among 370,000; further: potency means the concentration at half of the fitted maximal effect; % of control where 0% means no effect; nearly all actives have a fitted effect of over 65% in size
#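 Galactose-induced alpha-syn yeast (OD600=0.02, raffinose-pregrown) + pinned cpd, 24 hr, 30 deg C; growth by BacTiter-Glo luminescence. Growth restoration scores as activation.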
# TDP43 rescue: rescues yeast growth from TDP-43 toxicity | TDP-43 expressing yeast growth rescue, BacTiter-Glo, 24 h | Potency, µM (series often up to 46.1 µM), inactives show at the highest dose growth rescue (activation), most hits filed as activators | hit rate 1.8% among 410,000 | AID 652104; further: potency means the concentration at half of the fitted maximal effect; % of control where 0% means no effect; nearly all actives have a fitted effect of over 50% in size
#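 Readout is BacTiter-Glo luminescence of cell growth, so inhibitors register as activators. TDP-43-expressing yeast at OD600=0.02 in galactose medium, after raffinose pregrowth to mid-log, were incubated with compound for 24 hr at 30 deg C.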
# KB-V1 MDR tox: kills drug-selected multidrug resistant KB-V1 cells. KB-V1 MDR cells viability, CellTiter-Glo, 72 h. Potency, µM (series often up to 46.1 µM), without a hit: at the top dose activity change, negative = cytotoxicity, actives largely listed as cytotoxic. hit rate 3.4% among 400,000. AID 1347076; further: potency means the concentration at half of the fitted maximal effect; on the % scale 0 is the no-effect control and ±100 the full control effect; nearly all actives have a fitted effect of over 60% in size
#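 KB-V1 MDR subline cells in DMEM (phenol-red free, 10% FBS) exposed to compounds in qHTS concentration series for 72 h at 37 degrees C. Viability read by CellTiter-Glo luminescence; concentration-effect curves fitted after normalization and correction.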
# PTHR1 ag: agonists of human PTHR1 parathyroid hormone receptor. Q03431. Potency, µM (doses to about 115 µM), inactives show top-dose activation, most hits filed as activators. HEK293 GP2 PTHR1 cells, GloSensor cAMP luminescence, 1 h. hit rate 0.075% among 410,000; further: potency means the concentration at half of the fitted maximal effect; nearly all actives have a fitted effect of over 55% in size; some results filed as inactive show a strong effect at the top dose; inactives centre near -15; many of its hits are not listed in these tables
# Target sequence (Q03431 whole entry, looked up): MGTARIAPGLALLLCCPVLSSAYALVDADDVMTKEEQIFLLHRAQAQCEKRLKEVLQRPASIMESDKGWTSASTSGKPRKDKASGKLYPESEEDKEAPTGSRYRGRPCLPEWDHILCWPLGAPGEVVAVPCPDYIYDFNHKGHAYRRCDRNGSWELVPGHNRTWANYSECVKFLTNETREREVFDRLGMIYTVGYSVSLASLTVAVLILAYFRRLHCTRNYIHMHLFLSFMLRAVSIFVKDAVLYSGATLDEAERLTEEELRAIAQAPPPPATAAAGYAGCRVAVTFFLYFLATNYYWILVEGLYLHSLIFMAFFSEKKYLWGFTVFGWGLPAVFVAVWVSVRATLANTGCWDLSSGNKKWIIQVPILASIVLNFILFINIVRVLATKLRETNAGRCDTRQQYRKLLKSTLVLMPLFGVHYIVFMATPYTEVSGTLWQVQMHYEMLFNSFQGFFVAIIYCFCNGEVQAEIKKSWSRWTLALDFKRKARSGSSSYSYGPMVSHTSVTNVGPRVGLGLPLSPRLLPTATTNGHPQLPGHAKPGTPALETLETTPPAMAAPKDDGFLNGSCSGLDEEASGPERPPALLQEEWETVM
#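 HEK-293-derived GP2 cells expressing PTHR1 and a GloSensor cAMP reporter, 3,000/well, plated overnight, given luciferin plus IBMX (each 0.5 mM as added) for 1 h at 37 °C, then compound for 1 h at 37 °C. Luminescence was read after 15 min at room temperature.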
# GLP1R cytotox: cytotoxicity in counter-screen for GLP-1R inverse agonists; HEK293 cAMP-luciferase reporter cells, luminescence, 24 h; Potency, µM (highest dose often 38.3 µM), for inactives: at the highest dose activity change, negative = inhibition, most hits filed as inhibitors; hit rate 0.13% among 410,000; AID 624418;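 further: loss of luciferase light is scored as toxicity; potency means the concentration at half of the fitted maximal effect; on the % scale 0 is the no-effect control and ±100 the full control effect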
#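 Luminescence readout: signal drop marks cytotoxicity. Plated cells grew 12 h at 37 °C, 5% CO2, received 23 nL compound for 24 h, then got luciferase reagent, read after 12 min at RT.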
# * hit, by the source's call; i = inactive; u = inconclusive; x = not tested or not shown; & = joins results of further samples; [ ] = another dose, or the depositor's remark. Unless noted, the call rests on the fitted dose curve; in most records, active means well fitted curve in the direction sought with a large enough effect; inconclusive means small, poorly fitted or top-dose-only effect, or another doubt; inactive means no such curve, though single readings can be large; an effect the other way counts as inactive or inconclusive.
# The first 10 compounds, ahead of the listing:
SMILES,GLP-1R agonist,D3 antag,DRD3 agonist,GLP1R inv ag,aSyn rescue,TDP43 rescue,KB-V1 MDR tox,PTHR1 ag,GLP1R cytotox
O=C(Nc1ccc(C(=O)O)cc1)Nc1cccc([N+](=O)[O-])c1,4%,-20,4,5%,-2%,14%,-9%,i,-9%
CC(C)C(C(=O)NCC1CCCO1)N(Cc1ccco1)C(=O)CNS(=O)(=O)c1ccc(F)cc1 (stereo not drawn),8%,9,3,10%,0%,-8%,0%,u,77%[activator]
CCn1c(SCC(=O)Nc2ccc(OC)cc2)nc2nc3c(cc2c1=O)CCCC3,23%,28,6,-25%,2%,3%,-11%,i,-10%
Cc1ccc(CCNC(=O)CS(=O)Cc2nc(-c3ccccc3F)oc2C)cc1 (stereo not drawn),3%,-4,-8,-20%,12%,-3%,-5%,i,2%
COCCN(CCOC)c1nc(S(=O)(=O)c2ccc(C)cc2)c(Cl)s1,3%,6,1,0%,12%,26%,-1%,-25%,-2%
Cc1ccc(Nc2ccc(C(=O)NC3CCCCC3)cn2)cc1,12%,-4,3,u,4%,13%,17%,i,-2%
CN(Cc1ccccc1)C(=O)CNC(=O)Cn1cnc2ccccc2c1=O,-1%,-2,2,0%,3%,16%,-9%,i,5%
CC(=O)c1c(C)[nH]c(C(=O)Nc2nc(-c3ccc(Cl)cc3)cs2)c1C,-5%,5,10,-5%,-11%,5%,u,-93%,-1%
CC(C(=O)O)N(C(=O)c1ccccc1)c1ccc(F)cc1 (stereo not drawn),-2%,9,-10,5%,-1%,-11%,8%,-16%,2%
COc1ccc(N(C(=O)c2cccnc2)S(=O)(=O)c2cccs2)cc1,0%,6,4,1%,1%,-15%,18%,i,0%

# Main list, from the first entry:
SMILES,GLP-1R agonist,D3 antag,DRD3 agonist,GLP1R inv ag,aSyn rescue,TDP43 rescue,KB-V1 MDR tox,PTHR1 ag,GLP1R cytotox
O=C(Nc1ccc(C(=O)O)cc1)Nc1cccc([N+](=O)[O-])c1,4%,-20,4,5%,-2%,14%,-9%,i,-9%
CC(C)C(C(=O)NCC1CCCO1)N(Cc1ccco1)C(=O)CNS(=O)(=O)c1ccc(F)cc1 (stereo not drawn),8%,9,3,10%,0%,-8%,0%,u,77%[activator]
CCn1c(SCC(=O)Nc2ccc(OC)cc2)nc2nc3c(cc2c1=O)CCCC3,23%,28,6,-25%,2%,3%,-11%,i,-10%
Cc1ccc(CCNC(=O)CS(=O)Cc2nc(-c3ccccc3F)oc2C)cc1 (stereo not drawn),3%,-4,-8,-20%,12%,-3%,-5%,i,2%
COCCN(CCOC)c1nc(S(=O)(=O)c2ccc(C)cc2)c(Cl)s1,3%,6,1,0%,12%,26%,-1%,-25%,-2%
Cc1ccc(Nc2ccc(C(=O)NC3CCCCC3)cn2)cc1,12%,-4,3,u,4%,13%,17%,i,-2%
CN(Cc1ccccc1)C(=O)CNC(=O)Cn1cnc2ccccc2c1=O,-1%,-2,2,0%,3%,16%,-9%,i,5%
CC(=O)c1c(C)[nH]c(C(=O)Nc2nc(-c3ccc(Cl)cc3)cs2)c1C,-5%,5,10,-5%,-11%,5%,u,-93%,-1%
CC(C(=O)O)N(C(=O)c1ccccc1)c1ccc(F)cc1 (stereo not drawn),-2%,9,-10,5%,-1%,-11%,8%,-16%,2%
COc1ccc(N(C(=O)c2cccnc2)S(=O)(=O)c2cccs2)cc1,0%,6,4,1%,1%,-15%,18%,i,0%
CC(C)(C)C1CCC(=O)N(CCSc2ccccc2)CC1 (stereo not drawn),19%,u,-16,u,-1%,21%,u,-26%,-6%
Cc1ccc(CCN=c2c([N+](=O)[O-])nn(-c3ccccc3)n2O)cc1,11%,6,7,-6%,20%,11µM*,-5%,-23%,4%
COc1ccc(NC(=O)CCN2C(=O)c3ccccc3S2(=O)=O)c(OC)c1,17%,-3,-1,7%,-2%,-9%,-11%,-12%,-8%
Cc1ccc(S(=O)(=O)N2CCOCC2)cc1NC(=O)CNc1ccccc1N1CCCC1=O,7%,6,5,2%,1%,-10%,0%,-6%,0%
CC(C)CN(CC(C)C)C(=O)Nc1ccc(F)cc1F,-2%,11,-11,-31%,10%,-8%,0%,i,-1%
CCCc1c(C(=O)NNc2ccccc2OC)cnn1-c1ccccc1,3%,-22,-10,u,0%,-4%,7%,-28%,-6%
CCOc1ccc(C2C(=O)N(C3CCCCCC3)CC(=O)N2CCc2ccccc2)cc1OC (stereo not drawn),x,x,-14,-30%,x,0%,x,i,2%
Cc1c(Cl)cccc1NC(=O)C1C2C=CC(C2)C1C(=O)O (stereo not drawn),-9%,2,5,-5%,-5%,20%,16%,-8%,-6%
CC1(C)C(c2ccccc2)=NC(c2ccccc2)N1O (stereo not drawn),16%,u,-5,10%,-3%,-3%,0%,i,-3%
O=C(O)C1Cc2ccccc2CN1C(=O)c1ccccc1Cl (stereo not drawn),-7%,-23,0,-2%,3%,6%,26%,i,-2%
Clc1cccc(Nc2nc(-c3ccncc3)nc3ccccc23)c1,2%,-23,-22,-32%,14%,11%,u,-3%,16%
CC(Sc1nc2ccccc2c(=O)n1CCCN1CCOCC1)C(=O)N1CCc2ccccc21 (stereo not drawn),14%,-16,1,-10%,-1%,0%,-11%,i,-2%
COc1ccccc1CNCc1cccs1,-4%,0,-2,-15%,3%,5%,u,i,-26%
COc1ccc(C2C=C(C)Nc3nc4ccccc4n32)cc1 (stereo not drawn),24%,-4,-12,-14%,1%,-24%,0%,u,x
Cc1ccccc1N(C)S(=O)(=O)c1nnc(NC(=O)c2ccccc2F)s1,-1%,u,-16&-25,u,3%,13µM*,1%,-31%&-23%[inhibitor],-6%&1%
CCCCCCSc1nc2c(c(=O)[nH]c(=O)n2C)n1C,-4%,13,1,4%,0%,u,2%,i,1%
Cc1cc(NCc2ccncc2)ccc1Br,8%,6,-6,8%,9%,15%,-34%,-13%,1%
O=C(N/N=C/c1ccc(F)cc1)c1ccc(OCc2ccccc2)cc1,-4%,12,-6,-2%,2%,-4%,3%,-8%,16%
CCCOc1ccc(CNC(=O)CN2C(=O)c3cccnc3Oc3ccc(C)cc32)cc1,x,x,6,u,x,0%,-12%,-8%,-17%
CC1CCCN(C(=O)CCCn2c(=S)[nH]c3ccccc3c2=O)C1 (stereo not drawn),4%,21,10,9%,3%,-19%,8.2µM*,i,-12%
CCCN(CCC)Cc1cc(=O)oc2cc3c(cc12)CCC3,14%,-2,-6,u,-7%,-21%,-7%,-17%,-7%
COc1ccnc(Oc2ccccc2)c1-c1ncn[nH]1,7%,12,4,11%,-3%,-19%,0%,0%,-20%
O=C(Nc1ccc2nc(SCC(=O)N3CCc4ccccc43)sc2c1)c1cccc(Cl)c1,x,x,3,-6%,x,-2%,-9%,i,3%
CCOC(=O)C1(Cc2ccc(Cl)cc2)CCN(Cc2cn(CC)nc2C)CC1,3%,-16,-4,u,1%,4%,3%,-14%,2%
O=C(Cc1ccccc1)N1CCN(C(=O)c2cccs2)CC1,-12%,1,7,5%,-1%,8%,6%,-12%[57.5 µM],-3%
CCOC(=O)C1CCN(C(=O)CNC(=O)c2nn(-c3ccc(OC)c(Cl)c3)c(=O)c3ccccc23)CC1,9%,14,-4,-21%,0%,6%,u,-10%,-10%
CCn1c(C(=O)N2CCCC(C(=O)NCCc3ccc(C)cc3)C2)cc2sccc21 (stereo not drawn),0%,-12,1,16%,2%,u,16µM*,i,-29%
c1ccc(CCCNc2ncnc3nc[nH]c23)cc1,0%,7,-8,3%,2%&1%,u,18%&-20%,i,0%
O=C(CNS(=O)(=O)c1ccc(F)cc1)Nc1ccc(C(F)(F)F)cc1,0%,11,5,-24%,1%,-8%,-25%,-1%[57.5 µM],-4%
Cc1ccc(NC(=O)CS(=O)CC(=O)N(CC(=O)NC2CCCC2)c2ccc3c(c2)OCCO3)cc1 (stereo not drawn),7%,4,6,12%,2%,13%,9%,-5%,2%
Cc1cccc(C(=O)Nc2ccc(C(=O)N3CCCCC3C)cc2)c1 (stereo not drawn),6%,-26,-5,-27%,20%,-14%,-11%,-61%[inhibitor],1%
CCCS(=O)(=O)N1CCC(n2c(C)nc3cccnc32)CC1,x,x,-5,-6%,x,9%,-2%,i,-3%
COc1ccc(CCNC(=O)C(=O)NCC(c2ccc3c(c2)OCO3)N2CCOCC2)cc1 (stereo not drawn),x,x,-5,0%,x,-8%,9%,-11%,-7%
O=P(Cc1cc(Br)cc(Br)c1OCCO)(c1ccccc1)c1ccccc1,9%,6,9,-22%,1%,10%,u,-26%,-25%
O=C(c1ccco1)N(Cc1cccnc1)c1nc2c(F)cccc2s1,x,x,-10,-5%,x,17%,13%,-57%[inhibitor],0%
CC1CCCCN1C(=O)CSc1nnc(-c2cccc(Cl)c2)o1 (stereo not drawn),x,x,3,1%,x,0%,-13%,-33%[inhibitor],0%
Cc1ccc(S(=O)(=O)N2[C@@H](c3ccccc3)C(C(=O)O)=CC[C@H]2c2ccc(Cl)cc2)cc1,-1%,-30,-19,u,12%,7%,13%,-23%,11%
COC(=O)/C=C1\OCc2cc(C)ccc21,x,-3,2,5%,0%,28%,-4%,-20%,-7%
CC(C)OC(=O)CSc1ncnc2c1cnn2-c1ccccc1,3%,10,0,4%,0%,-25%,-19%,-30%[57.5 µM],4%

# Some of the compounds tested; the hit share may differ from the screen's.
